MT1-MMP act inh: blocks activation of human MT1-MMP; P50281; HT1080 RFP-PRO-GFP cells, GFP/RFP ratio fluorescence, overnight; percent of plate control window, DMSO zero; GFP/RFP ratio change, % at 20 µM; 0.061% of 360,000 active;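 active = GFP/RFP ratio change of at least 30% with cell ATP level not reduced by more than half and red fluorescence within 50% of control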; note: strong numbers were not always called active
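Test system: HT1080 RFP-PRO-GFP cells; Benchmarks: DMSO and RFP-L50D-GFP cell wells; Timing: cells overnight before dosing, compound overnight, 37 °C, 5% CO2; Compound: one 20 µM compound dose with 1% DMSO; Read-out: GFP/RFP fluorescence ratio.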
Rin1 Abl inh: blocks binding of human Rin1 to Abl; AID 588664; inhibition, % at 7.35 µM; 0.4% of 360,000 active; TR-FRET Rin1/Abl binding, biochemical; in the data active = inhibition above about 5%, passing the limit was not always enough
bovine MsrA act: activators of bovine methionine sulfoxide reductase A | purified bovine MsrA, absorbance read-out | activation, % at 10.6 µM | 0.3% of 360,000 active | AID 602163; in the data active = activation above about 7.5%;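 note: 0% = vehicle and 100% = reference activator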
CendR NRP1 mod: alters CendR peptide binding to human NRP-1; O14786; FAM-RPARPAR peptide binding to NRP-1, fluorescence polarization; inhibition, % at 25 µM; 0.85% of 360,000 active; AID 602438;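 active = inhibition or corrected inhibition above about 18%, plus a signal ratio from 0.5 to 1.5, limit read from the data, passing the limit was not always enough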; note: strong numbers were not always called active
FAS-TE inh: FAS thioesterase (human) inhibition. P49327. recombinant FAS-TE, OMFH fluorogenic substrate, fluorescence endpoint. inhibition, % at 15 µM. 0.67% of 360,000 active. AID 602261;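 active = compounds whose normalised, plate-corrected inhibition of enzyme fluorescence in the single-dose primary screen is 50% or more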;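 note: 0% = DMSO with enzyme and 100% = substrate without enzyme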
SKN-1 inh: blocks SKN-1 activity in C. elegans; 0.49% of 360,000 active; AID 624304; inhibition, % at 21.8 µM; C. elegans VP596 Pgst-4::GFP/RFP ratio, acrylamide-induced, 24 h;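 active = interference check ratio from 0.5 to 1.5 plus GFP to RFP signal ratio inhibition reaching or exceeding a fixed threshold, cut at about 30% in these data, passing the limit was not always enough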; note: some compounds called inactive have numbers as strong as hits
MsrA inh: bovine MsrA inhibition. purified bovine MsrA, absorbance read-out. AID 651718. 0.75% of 360,000 active. inhibition, % at 15.5 µM; in the data active = inhibition above about 4.5%;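 note: 0% = vehicle wells with enzyme and 100% = reference inhibitor wells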
Neddyl block: inhibitors of human cullin neddylation | AID 651699 | TR-FRET cullin neddylation, biochemical | calls only at 25 µM | 0.58% of 360,000 active | P61081+Q13564; in the data active = inhibition above about 36%
Target sequence (P61081 whole entry, looked up): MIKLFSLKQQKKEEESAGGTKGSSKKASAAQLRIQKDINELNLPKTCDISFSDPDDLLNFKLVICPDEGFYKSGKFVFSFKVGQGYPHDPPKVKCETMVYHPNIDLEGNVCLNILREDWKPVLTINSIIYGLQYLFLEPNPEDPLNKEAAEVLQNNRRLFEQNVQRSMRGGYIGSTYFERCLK
Target sequence (Q13564 whole entry, looked up): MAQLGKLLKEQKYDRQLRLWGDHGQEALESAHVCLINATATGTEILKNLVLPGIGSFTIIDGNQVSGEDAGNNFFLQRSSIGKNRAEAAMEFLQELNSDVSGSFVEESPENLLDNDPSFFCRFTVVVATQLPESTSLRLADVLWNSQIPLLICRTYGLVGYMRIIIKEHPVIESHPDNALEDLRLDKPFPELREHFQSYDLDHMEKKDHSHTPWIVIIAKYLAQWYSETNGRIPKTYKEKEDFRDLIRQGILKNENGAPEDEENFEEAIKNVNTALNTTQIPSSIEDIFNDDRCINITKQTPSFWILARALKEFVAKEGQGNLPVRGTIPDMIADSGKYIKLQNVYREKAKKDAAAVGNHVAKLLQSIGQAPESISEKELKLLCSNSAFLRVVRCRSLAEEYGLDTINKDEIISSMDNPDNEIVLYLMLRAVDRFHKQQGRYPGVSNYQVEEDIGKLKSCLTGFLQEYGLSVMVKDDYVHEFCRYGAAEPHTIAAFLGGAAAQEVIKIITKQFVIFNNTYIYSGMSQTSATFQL
E coli Lon inh: E. coli protease La inhibition | P0A9M0 | purified E. coli Lon protease, fluorescence polarization | inhibition, % at 7.94 µM | 0.42% of 360,000 active; in the data active = inhibition above about 13%, passing the limit was not always enough;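 note: 0% = enzyme with probe and DMSO and 100% = no enzyme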
The depositor's hits bear a star.

Screening O=C(Nc1ccc(Cl)cc1)C1C2C=CC3(O2)C1C(=O)N(CCCN1CCCCC1)C3C(=O)NC1CCCCC1 (configuration not stated) returned MT1-MMP act inh 0, Rin1 Abl inh 1, bovine MsrA act -1, CendR NRP1 mod 4, FAS-TE inh -3, SKN-1 inh -3, MsrA inh 0.3, Neddyl block inactive and E coli Lon inh -1.
`C[C@H](CO)N1C[C@H](C)[C@@H](CN(C)S(=O)(=O)c2cccs2)Oc2ccc(NS(=O)(=O)c3ccccc3)cc2CC1=O` gave MT1-MMP act inh 6, Rin1 Abl inh 3, bovine MsrA act -4, CendR NRP1 mod 1, FAS-TE inh 3, SKN-1 inh 6, MsrA inh -1.0, Neddyl block inactive and E coli Lon inh -14.
Screening CN1CCc2c(C#N)c(N3CCOCC3)nc(NCC3CCCO3)c2C1 (configuration not stated) returned MT1-MMP act inh 1, Rin1 Abl inh -2, bovine MsrA act 3, CendR NRP1 mod 9, FAS-TE inh -8, SKN-1 inh 14, MsrA inh -0.2 and E coli Lon inh 16.
For Cc1ccc(S(=O)(=O)NCC(c2cccnc2)N2CCOCC2)cc1 (configuration not stated) the results were MT1-MMP act inh 3, Rin1 Abl inh 0, bovine MsrA act -2, CendR NRP1 mod -7, FAS-TE inh -7, SKN-1 inh -11, MsrA inh -1.1, Neddyl block inactive and E coli Lon inh 2.
`COc1ccc(-c2oc(NC(=O)CSc3nncn3C)c(C#N)c2-c2ccc(OC)cc2)cc1` gave MT1-MMP act inh -4, Rin1 Abl inh -2, bovine MsrA act -6, CendR NRP1 mod 2, FAS-TE inh -2, SKN-1 inh 14, MsrA inh 1.1, Neddyl block inactive and E coli Lon inh -7.
Screening O=C(c1ccc2nccnc2c1)N1CCN(c2cccc(C(F)(F)F)c2)CC1 returned MT1-MMP act inh 2, Rin1 Abl inh 1, bovine MsrA act -1, CendR NRP1 mod -4, FAS-TE inh -6, SKN-1 inh -5, MsrA inh 0.8, Neddyl block inactive and E coli Lon inh -16.
Screening Cc1ccc(CNS(=O)(=O)c2ccccc2[N+](=O)[O-])cc1 returned MT1-MMP act inh 0, Rin1 Abl inh 1, bovine MsrA act -1, CendR NRP1 mod 0, FAS-TE inh 3, SKN-1 inh -12, MsrA inh -1.5, Neddyl block inactive and E coli Lon inh 3.
Screening CC(OC(=O)C1CSC2(c3ccc(F)cc3)CCC(=O)N12)C(=O)NC(N)=O (configuration not stated) returned MT1-MMP act inh -4, Rin1 Abl inh 3, bovine MsrA act -1, CendR NRP1 mod 10, FAS-TE inh -2, SKN-1 inh 10, MsrA inh 0.3, Neddyl block inactive and E coli Lon inh -6.
`Cc1ccc(C(=O)NCCNC(=O)c2ccccc2)cc1` gave MT1-MMP act inh 1, Rin1 Abl inh 2, bovine MsrA act -3, CendR NRP1 mod 8, FAS-TE inh -4, SKN-1 inh 4, MsrA inh 1.2, Neddyl block inactive and E coli Lon inh 7.
CCc1cc(=O)oc2cc(OS(C)(=O)=O)ccc12 was read as MT1-MMP act inh -5, Rin1 Abl inh -2, bovine MsrA act -6, CendR NRP1 mod 0, FAS-TE inh -11, SKN-1 inh 12, MsrA inh 0.9, Neddyl block active and E coli Lon inh 8.
CC(C)Cc1nnc(NC(=O)CSc2ccccn2)s1 was read as MT1-MMP act inh 8, Rin1 Abl inh 3, bovine MsrA act -10, CendR NRP1 mod -9, FAS-TE inh -13, SKN-1 inh -15, MsrA inh 0.2, Neddyl block inactive and E coli Lon inh -12.
For CC(=O)N1CCN(CC(=O)Nc2cccc(S(=O)(=O)N3CCCCCC3)c2)CC1 the results were MT1-MMP act inh 1, Rin1 Abl inh 0, bovine MsrA act -9, CendR NRP1 mod -1, FAS-TE inh -6, SKN-1 inh 2, MsrA inh -0.1, Neddyl block inactive and E coli Lon inh -2.
`Cc1cnc(=O)[nH]c1SCc1ccc(C(F)(F)F)cc1` gave MT1-MMP act inh 5, Rin1 Abl inh 0, bovine MsrA act -1, CendR NRP1 mod 13, FAS-TE inh 3, SKN-1 inh 19, MsrA inh -0.3, Neddyl block inactive and E coli Lon inh 3.
For CCN1CCN(c2c(Cl)cccc2NC(=O)c2ccc([N+](=O)[O-])o2)CC1 the results were MT1-MMP act inh 0, Rin1 Abl inh 2, bovine MsrA act 0, CendR NRP1 mod 4, FAS-TE inh 0, SKN-1 inh 7, MsrA inh -0.1, Neddyl block inactive and E coli Lon inh -5.
Screening CC(=O)Nc1ccc(NC(=O)C(C)OC(=O)CNC(=O)c2ccc(-c3ccccc3)cc2)cc1 (configuration not stated) returned MT1-MMP act inh 4, Rin1 Abl inh 5, bovine MsrA act -4, CendR NRP1 mod 14, FAS-TE inh -1, SKN-1 inh 24, MsrA inh -1.0, Neddyl block inactive and E coli Lon inh 1.
Screening COc1ccc(S(=O)(=O)Nc2cc(C(=O)NC(C)C)ccc2N2CCOCC2)cc1 returned MT1-MMP act inh -1, Rin1 Abl inh 1, bovine MsrA act -3, CendR NRP1 mod -5, FAS-TE inh -6, SKN-1 inh 3, MsrA inh 0.7, Neddyl block inactive and E coli Lon inh -6.
Screening CCCCn1c(N)c(N(CCOC)C(=O)C2CCN(S(=O)(=O)c3ccc(C)cc3)CC2)c(=O)[nH]c1=O returned MT1-MMP act inh -1, Rin1 Abl inh 3, bovine MsrA act -9, CendR NRP1 mod -7, FAS-TE inh -2, SKN-1 inh -10, MsrA inh 0.3, Neddyl block inactive and E coli Lon inh -1.
For CC(C)NC(=O)C1(C)CN(S(C)(=O)=O)CC(=O)N1CCCn1ccnc1 (configuration not stated) the results were MT1-MMP act inh -3, CendR NRP1 mod 4, SKN-1 inh -13, MsrA inh 1.7 and Neddyl block inactive.
O=C(CCCCCCC(=O)Nc1ccccc1)NO was read as MT1-MMP act inh 17, Rin1 Abl inh 0, bovine MsrA act -1, CendR NRP1 mod 3, FAS-TE inh -8, SKN-1 inh -2, MsrA inh -1.5, Neddyl block inactive and E coli Lon inh -9.
Screening CC(C)c1nc(SCC(=O)N2CCCCC2)c2c(=O)n(C)c(=O)n(C)c2n1 returned MT1-MMP act inh -3, Rin1 Abl inh 2, bovine MsrA act -6, CendR NRP1 mod 12, FAS-TE inh -14, SKN-1 inh 10, MsrA inh 1.5, Neddyl block inactive and E coli Lon inh 10.
Screening CC(C)(C)OC(=O)C[C@H]1C/C=C\C[C@@H](CC(=O)N(CCO)Cc2ccccc2)C(=O)N[C@@H](Cc2ccccc2)COC1=O returned MT1-MMP act inh 3, Rin1 Abl inh 1, bovine MsrA act -3, CendR NRP1 mod 9, FAS-TE inh -5, SKN-1 inh 7, MsrA inh -0.8, Neddyl block inactive and E coli Lon inh -11.
For COc1ccc(-c2nn(-c3ccccc3)cc2C(=O)NCCCn2ccnc2)cc1 the results were MT1-MMP act inh 2, Rin1 Abl inh 5, bovine MsrA act -6, CendR NRP1 mod 6, FAS-TE inh -12, SKN-1 inh -6, MsrA inh -1.8, Neddyl block inactive and E coli Lon inh 4.
Cc1nnc(SCC(=O)NC(=O)Nc2ccc3c(c2)OCCO3)s1 was read as MT1-MMP act inh 2, Rin1 Abl inh 3, bovine MsrA act -9, CendR NRP1 mod -11, FAS-TE inh -2, SKN-1 inh -8, MsrA inh -0.4, Neddyl block inactive and E coli Lon inh 6.
For CC(=O)Nc1ccc(NC(=O)C(OC(=O)c2ccccc2)C(OC(=O)c2ccccc2)C(=O)O)cc1 (configuration not stated) the results were MT1-MMP act inh -3, Rin1 Abl inh 2, bovine MsrA act -10, CendR NRP1 mod -6, FAS-TE inh -2, SKN-1 inh -12, MsrA inh 0.8, Neddyl block inactive and E coli Lon inh 15.
`O=C1/C(=C/c2cccs2)CCc2ccccc21` gave MT1-MMP act inh -3, Rin1 Abl inh -3, bovine MsrA act -3, CendR NRP1 mod 0, FAS-TE inh 6, SKN-1 inh 42*, MsrA inh 0.8, Neddyl block inactive and E coli Lon inh -5.
For c1ccc(Cn2nnc3cnccc32)cc1 the results were MT1-MMP act inh 0, Rin1 Abl inh -2, bovine MsrA act -2, CendR NRP1 mod 8, FAS-TE inh -7, SKN-1 inh 2, MsrA inh 0.7, Neddyl block inactive and E coli Lon inh -5.
For O=C(c1ccc(Br)o1)N1CCN(C23CC4CC(CC(C4)C2)C3)CC1 the results were MT1-MMP act inh -1, Rin1 Abl inh 3, bovine MsrA act -2, CendR NRP1 mod 13, FAS-TE inh -6, SKN-1 inh 13, MsrA inh -0.4, Neddyl block inactive and E coli Lon inh 29*.
`Cc1c(Cl)cccc1NCC(=O)NN=C1CCCC1` gave MT1-MMP act inh -1, Rin1 Abl inh 0, bovine MsrA act -2, CendR NRP1 mod 5, FAS-TE inh -1, SKN-1 inh -3, MsrA inh 2.3, Neddyl block inactive and E coli Lon inh 7.
Screening C=C(C)c1cccc(C(C)(C)NC(=O)Nn2cnnc2)c1 returned MT1-MMP act inh 3, Rin1 Abl inh -1, bovine MsrA act 3, CendR NRP1 mod 11, FAS-TE inh -12, SKN-1 inh -6, MsrA inh -0.1, Neddyl block inactive and E coli Lon inh 4.
Screening COc1cc(C2C(C#N)=C(N)Oc3cc(C)n(CCc4ccccc4)c(=O)c32)cc2c1OCO2 (configuration not stated) returned MT1-MMP act inh -3, Rin1 Abl inh -13, bovine MsrA act -11, CendR NRP1 mod 3, FAS-TE inh 1, SKN-1 inh -4, MsrA inh 2.0, Neddyl block inactive and E coli Lon inh -5.
Cc1ccccc1C(=O)Nc1ccnn1C1CCN(Cc2cccnc2)CC1 was read as MT1-MMP act inh 3, Rin1 Abl inh 1, bovine MsrA act -3, CendR NRP1 mod 6, FAS-TE inh -4, SKN-1 inh 2, MsrA inh 0.8, Neddyl block inactive and E coli Lon inh -3.
`Cc1ccc(S(=O)(=O)N(C)C)cc1NC(=O)C(C)N(C)Cc1sccc1C` (configuration not stated) gave MT1-MMP act inh 0, Rin1 Abl inh 0, bovine MsrA act -1, CendR NRP1 mod 5, FAS-TE inh 12, SKN-1 inh 0, MsrA inh -1.4, Neddyl block inactive and E coli Lon inh 3.
For O=C(Cn1cc(S(=O)(=O)Cc2ccccc2F)c2ccccc21)N1CCOCC1 the results were MT1-MMP act inh 0, Rin1 Abl inh -1, bovine MsrA act -2, CendR NRP1 mod -2, FAS-TE inh -4, SKN-1 inh 9, MsrA inh -1.2, Neddyl block inactive and E coli Lon inh 14.
COC(=O)[C@@H]1OC(=O)[C@H]2O[C@@]23[C@@]1(C)CC[C@@H]1[C@@]2(C)C=CC(=O)OC(C)(C)[C@@H]2CC(=O)[C@]13C was read as MT1-MMP act inh -3, Rin1 Abl inh 2, bovine MsrA act -4, CendR NRP1 mod 7, FAS-TE inh -11, SKN-1 inh 5, MsrA inh -0.8, Neddyl block inactive and E coli Lon inh 1.
CCOC(=O)c1c(C)[nH]c(C(=O)COC(=O)CNC(=O)c2ccccc2Cl)c1C was read as MT1-MMP act inh 2, Rin1 Abl inh 3, bovine MsrA act -8, CendR NRP1 mod 5, FAS-TE inh -6, SKN-1 inh 4, MsrA inh -1.4, Neddyl block inactive and E coli Lon inh -5.
Screening COc1ccc(CNc2ncnc3sccc23)cc1 returned MT1-MMP act inh -4, Rin1 Abl inh 1, bovine MsrA act -1, CendR NRP1 mod 13, FAS-TE inh 1, SKN-1 inh 13, MsrA inh 1.7, Neddyl block inactive and E coli Lon inh -13.

In the list so far, these have a CF3 group:
Screening O=C(c1ccc2nccnc2c1)N1CCN(c2cccc(C(F)(F)F)c2)CC1 returned MT1-MMP act inh 2, Rin1 Abl inh 1, bovine MsrA act -1, CendR NRP1 mod -4, FAS-TE inh -6, SKN-1 inh -5, MsrA inh 0.8, Neddyl block inactive and E coli Lon inh -16.
`Cc1cnc(=O)[nH]c1SCc1ccc(C(F)(F)F)cc1` gave MT1-MMP act inh 5, Rin1 Abl inh 0, bovine MsrA act -1, CendR NRP1 mod 13, FAS-TE inh 3, SKN-1 inh 19, MsrA inh -0.3, Neddyl block inactive and E coli Lon inh 3.
